# Screening data (PubChem)
# Tb PFK block – qHTS Assay to Find Inhibitors of T. brucei phosphofructokinase; Potency, µM (series often up to 57.5 µM), for the others: top-dose activity, negative = inhibition, usual class: inhibitors; AID 485367, 2010; actives 0.17% (n = 330,000); ATP-dependent 6-phosphofructokinase (Trypanosoma brucei brucei), O15648; T. brucei PFK, ADP-Glo luminescence;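 note: potency is the fitted concentration of half-maximal effect; 0% = uninhibited 1x PFK enzyme wells and -100% = no-enzyme wells; nearly all actives have a fitted effect of over 60% in size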
#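 PFK 1.25 nM, F6P 0.5 mM, ATP 0.1 mM, 0.1 M TEA pH 8.0, 5 mM MgCl2, 0.01% Tween20, 0.1% BSA; 45 min RT. ADP-Glo readout. qHTS titration up to 57 uM; curves fitted, compounds curve-classed.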
# Mito fusion yeast – qHTS Assay for Small Molecule Inhibitors of Mitochondrial Division or Activators of Mitochondrial Fusion; actives 0.23% (n = 320,000); Potency, µM (titrated, usually from 46.1 µM), without a hit: at the highest dose growth rescue (activation), actives largely listed as activators; AID 485298, 2010; S. cerevisiae fusion-defective mutant growth rescue, CellTiterGlo 48 h;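 note: potency is the fitted concentration of half-maximal effect; % of control where 0% means no effect; nearly all actives have a fitted effect of over 45% in size; temperature-sensitive fusion mutants such as fzo1-1 at 37 °C on non-fermentable ethanol glycerol medium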
#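 Growth-rescue viability read-out: after 48 h at the non-permissive 37C in glycerol/ethanol YPEG, yeast mitochondrial fusion mutants are measured by CellTiterGlo luminescence; compounds (23 nl pinned per well) restoring growth score as division inhibitors or fusion activators.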
# uPA generation – qHTS for Inhibitors of Cell Surface uPA Generation; cell surface uPA generation assay, qHTS; Potency, µM (doses to about 38.3 µM), for inactives: at the top dose activity change, negative = inhibition, actives largely listed as inhibitors; actives 0.31% (n = 330,000); active = well fitted inhibition curve with a large enough effect; inconclusive = small, poorly fitted or top-dose-only effect; inactive = no such curve, though single readings can be large or run the other way; tested in mouse RAW 264.7 cells; note: potency is the fitted concentration of half-maximal effect; % is set by controls: 0 for no effect and ±100 for the full control effect; nearly all actives have a fitted effect of over 55% in size
# B2AR arrestin – qHTS assay of beta-arrestin-biased ligands of beta2-adrenergic receptor; actives 0.02% (n = 330,000); beta-arrestin recruitment to beta2AR, cell-based reporter; Potency, µM (doses to about 46.1 µM), without a hit: top-dose activation, most hits filed as activators; AID 492947, 2010;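 note: potency is the fitted concentration of half-maximal effect; 0% = DMSO controls and full agonism = EC100 isoproterenol or metaproterenol; nearly all actives have a fitted effect of over 65% in size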
# Target sequence (P07550 whole entry, looked up): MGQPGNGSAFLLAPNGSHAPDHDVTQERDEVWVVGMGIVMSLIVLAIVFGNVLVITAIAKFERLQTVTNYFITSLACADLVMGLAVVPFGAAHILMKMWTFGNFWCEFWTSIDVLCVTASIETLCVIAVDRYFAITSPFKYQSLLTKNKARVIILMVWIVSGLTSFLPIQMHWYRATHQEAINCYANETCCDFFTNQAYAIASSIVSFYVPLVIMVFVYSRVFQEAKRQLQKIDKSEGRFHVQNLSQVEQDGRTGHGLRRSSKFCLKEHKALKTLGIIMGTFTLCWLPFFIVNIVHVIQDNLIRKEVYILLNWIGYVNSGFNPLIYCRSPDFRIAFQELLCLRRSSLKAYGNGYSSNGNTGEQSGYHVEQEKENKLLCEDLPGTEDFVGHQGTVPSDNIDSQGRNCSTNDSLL
# USP2a inh – qHTS Assay for Inhibitors of Ubiquitin-specific Protease USP2a Using CHOP2 as the Reporter; Ubiquitin carboxyl-terminal hydrolase 2 (Homo sapiens), O75604; USP2 core, Ub-CHOP2 coupled fluorogenic reporter, 485/531; Potency, µM (top dose mostly 38.3 µM), for the others: at the highest dose activity change, negative = inhibition, usual class: inhibitors; actives 0.01% (n = 330,000); AID 463254, 2010;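 note: potency is the fitted concentration of half-maximal effect; plate controls were DMSO wells for no effect and full inhibition by NEM control for full effect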
#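 Deubiquitinase activity read as fluorescence (485/531 nm) after Ub-CHOP2 cleavage activates the enterokinase reporter on its substrate; USP2 core 10nM, Ub-CHOP2 and substrate 25nM each, 30min compound preincubation then 60min RT; data normalized to NEM, curves fitted.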
# TCR activator – Activators of T cell receptors: qHTS campaign; 330,000 tested, under 10 active; primary human leukocytes, anti-CD3, IL-2 HTRF, 48 h; Potency, µM (titrated, usually from 9.22 µM), for inactives: top-dose activation of IL-2 secretion, most hits filed as activators; AID 504894, 2011; note: % of control where 0% means no effect
#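 TCR engagement came from a-CD3 beads alone, with compounds added to primary human leukocytes for 48 hr. Secreted IL-2 bridged europium cryptate- and d2-labelled anti-IL-2 antibodies, giving FRET emission at 665nm after 320nm excitation.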
# Eya2 inh – qHTS Assay for Inhibitors of the Phosphatase Activity of Eya2. Protein phosphatase EYA2 (Homo sapiens), O00167. recombinant Eya2, OMFP fluorescence dephosphorylation (OMFP is methylfluorescein phosphate). Potency, µM (highest dose often 76.9 µM), for inactives: at the top dose activity, negative = inhibition, hits mostly inhibitors. actives 0.006% (n = 330,000). AID 488837, 2010; note: potency is the fitted concentration of half-maximal effect; % is set by controls: 0 for no effect and ±100 for the full control effect
# Target sequence (O00167 whole entry, looked up): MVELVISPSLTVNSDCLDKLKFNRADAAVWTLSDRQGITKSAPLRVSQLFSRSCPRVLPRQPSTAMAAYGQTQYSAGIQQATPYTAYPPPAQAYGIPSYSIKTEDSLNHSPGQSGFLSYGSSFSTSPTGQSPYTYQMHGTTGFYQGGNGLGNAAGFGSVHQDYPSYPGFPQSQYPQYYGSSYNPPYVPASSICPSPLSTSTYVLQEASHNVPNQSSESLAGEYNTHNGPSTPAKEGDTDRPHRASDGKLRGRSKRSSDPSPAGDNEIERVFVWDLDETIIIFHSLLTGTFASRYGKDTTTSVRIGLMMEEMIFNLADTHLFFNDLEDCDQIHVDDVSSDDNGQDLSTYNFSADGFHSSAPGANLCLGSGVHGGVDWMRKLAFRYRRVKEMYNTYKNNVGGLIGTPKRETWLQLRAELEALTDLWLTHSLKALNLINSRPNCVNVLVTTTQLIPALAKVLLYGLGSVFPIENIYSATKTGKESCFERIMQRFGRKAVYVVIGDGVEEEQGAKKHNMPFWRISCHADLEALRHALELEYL
#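 Eya2 (0.2 uM) preincubated 10 min at ambient with compound, then OMFP substrate added at 50 uM; 10 min reaction in 50 mM HEPES pH 7.5, 50 mM NaCl, 5 uM MgCl2, 0.05% BSA, 1 mM DTT. Fluorescence read at Ex 485/Em 525 nm.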
# ELG1 repair inh – qHTS screen for small molecules that inhibit ELG1-dependent DNA repair in human embryonic kidney (HEK293T) cells expressing luciferase-tagged ELG1; HEK293T ELG1-luciferase reporter, luminescence, 16 h; DNA damage induced by 5-fluorouridine; Potency, µM (highest dose often 46.1 µM), for inactives: at the top dose activity change, negative = inhibition, hits mostly inhibitors; actives 2.3% (n = 330,000); AID 504467, 2011; note: potency is the fitted concentration of half-maximal effect; % is set by controls: 0 for no effect and ±100 for the full control effect; nearly all actives have a fitted effect of over 55% in size
#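 Step one: seed 2,000 cells per well. Step two: pin-transfer compound or DMSO alongside 5-fluorouridine. Step three: incubate 16 hr, 37 °C, 5% CO2. Step four: add ONE-Glo, wait 30 min, read luminescence.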
# Chronic BCR inh – qHTS Assay to Find Inhibitors of Chronic Active B-Cell Receptor Signaling; ABC-DLBCL IkBa-CBG/CBR reporter, luminescence ratio, 4 h; Potency, µM (series often up to 46.1 µM), without a hit: top-dose ratio change, negative = lower green/red ratio, hits mostly inhibitors; actives 0.05% (n = 340,000); active = well fitted inhibition curve with a large enough effect in the signal ratio, with a control signal flat, not every such curve was filed as active; inconclusive = small, poorly fitted or top-dose-only effect, or effect the other way, or a change in a side signal; the % refers to the signal ratio;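 note: potency is the fitted concentration of half-maximal effect; plate controls were basal doxycycline-induced cells for no effect and cells given 10 µM MG132 for full effect; MG132 reads +100%, hits lower the ratio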
#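 Compounds up to 46 uM were incubated four hours with TMD8 cells whose green CBG68 luciferase is fused to IkappaBalpha; red CBR luminescence normalised the signal, and concentration-effect curves were fitted to fusion, red and ratio data.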
# TSHR antag – Antagonists of the Thyroid Stimulating Hormone Receptor: HTS campaign; Thyrotropin receptor (Homo sapiens), P16473; TSHR-expressing cells, TSH-stimulated cAMP HTRF, 2 h; stronger effect = lower value; activity change, negative = inhibition, % at 11.5 µM; actives 0.2% (n = 330,000); AID 504810, 2011;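 active = activity change below a set negative limit, meaning inhibition stronger than a set level, cut at about -70% in these data; inconclusive = activity change between two set negative limits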; note: % is set by controls: 0 for no effect and ±100 for the full control effect
#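 Inhibition of cAMP made by TSHR-expressing cells under TSH stimulation (4nM final, EC80; 2 h, 37 deg C) is quantified with a one-step lysis HTRF kit, anti-cAMP cryptate versus cAMP-d2.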
# PTAP TSG101 blk – qHTS Assay for Iinhibitors of HIV-1 Budding by Blocking the Interaction of PTAP/TSG101; Tumor susceptibility gene 101 protein (Homo sapiens), Q99816; Fluorescence polarization, FITC-PTAP peptide / Tsg101 binding; Potency, µM (titrated, usually from 115 µM), inactives show at the highest dose activity change, negative = inhibition, actives largely listed as inhibitors; 340,000 tested, under 10 active; active = well fitted inhibition curve with a large enough effect in the main read-out, with a control signal flat, not every such curve was filed as active; inconclusive = small, poorly fitted or top-dose-only effect, or effect the other way, or a change in a side signal; inactive = no such curve, though single readings can be large or run the other way; note: potency is the fitted concentration of half-maximal effect; % of control where 0% means no effect
#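 Fluorescence polarization binding of Tsg101 binding domain (10 uM final) to FITC-labeled PTAP peptide (50 nM final) in HEPES pH 7.5 buffer with NaCl, Tween 20, EDTA, TCEP. Compounds added before peptide; binding 20 min at RT.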
# Active calls of the source: *; ? = inconclusive; . = no result given; [ ] = another dose, or the depositor's remark. Unless noted, calls come from the whole dose curve; as a rule, active = well fitted curve in the direction sought with a large enough effect; inconclusive = small, poorly fitted or top-dose-only effect, or another doubt; inactive = no such curve, though single readings can be large; an effect the other way counts as inactive or inconclusive.
structure	Tb PFK block	Mito fusion yeast	uPA generation	B2AR arrestin	USP2a inh	TCR activator	Eya2 inh	ELG1 repair inh	Chronic BCR inh	TSHR antag	PTAP TSG101 blk
Cc1c(C(N)=O)sc2ncn(CC(=O)N(C)C3CCCCC3)c(=O)c12	2%	1%	0%	0.4%	-1%	10%	8%	-4%	-4%	-4	0%
O=C(NCc1ccccn1)C(=O)NCC1OCCCN1S(=O)(=O)c1cc(F)ccc1F (stereo unspecified)	-5%	-1%	-4%	-0.2%	0%	-48%	5%	14%	-3%	6	.
CC1CC(C)(C)NC(=S)N1CCCC(=O)Nc1ccc(Br)cc1 (stereo unspecified)	3%	1%	-9%	-0.4%	-1%	-6%	?	-7%	-11%	1	2%
O=C(/C=C/c1ccccc1)Nc1nnc(SCC(=O)c2ccc3ccccc3c2)s1	6%	-1%	3%	0.1%	1%	4%[46.1 µM]	-8%	?	5%	20	-4%
OC(Cn1cccn1)c1ccccc1 (stereo unspecified)	1%	-1%	5%	-0.1%	0%	-2%	-18%	12%	-1%	-8	-3%
Cc1ccc(C(=O)COC(=O)C(C)N2C(=O)C3C4CCC(C4)C3C2=O)cc1 (stereo unspecified)	-2%	-1%	-1%	3.3%	0%	.	0%	0%	6%	1	-3%
Cc1nnc(SCC(=O)N2CCN(S(=O)(=O)c3ccccc3)CC2)s1	-3%	3%	0%	-0.1%	2%	12%	9%	8%	-5%	6	0%
Cc1ccc(C(=O)NC2CCCc3c2cnn3-c2ccc(F)cc2F)cn1 (stereo unspecified)	-3%	-1%	.	-0.6%	3%	.	-12%	-3%	4%	-32	.
O=C(c1cccnc1)N1CCN(C(=O)c2cccc(Cl)c2)CC1	3%	-1%	-5%	-1.1%	-1%	.	-5%	0%	8%	10	1%
Cc1cccc(C)c1NC(=S)N1CCC(N(C)CC2CCCO2)CC1 (stereo unspecified)	0%	1%	.	0.2%	4%	-2%	5%	-2%	-2%	0	-3%
O=C(COC(=O)c1ccc(Br)c(S(=O)(=O)N2CCOCC2)c1)NC1CC1	0%	.	-5%	-0.3%	0%	1%[46.1 µM]	0%	12%	6%	19	-6%
COCCN(C(=O)Cc1cccs1)C(C(=O)NCc1ccc(OC)cc1)c1ccc(OC)cc1 (stereo unspecified)	-22%	18%	4%	-0.9%	0%	-2%	-1%	?	6%	25	-6%
Cc1ccc(S(=O)(=O)CC(=O)N2CCN(c3ccc(F)cc3)CC2)cc1	-19%	-2%	-2%	-0.6%	2%	0%	-5%	-5%	-1%	-3	-4%
CC1C(=O)N2CCCc3cc(NC(=O)C(=O)NCCc4ccccc4)cc1c32 (stereo unspecified)	-3%	2%	-4%	0.2%	-1%	3%	-16%	?	-9%	0	-3%
Cc1cc(C)c(C)c(S(=O)(=O)Nc2ccc(C(=O)N3CCCC3)cc2)c1C	-4%	3%	6%	-0.9%	2%	4%	-10%	-10%	-2%	-7	-3%

# Only PTAP TSG101 blk and TSHR antag (two entries from above):
compound,PTAP TSG101 blk,TSHR antag
O=C(c1cccnc1)N1CCN(C(=O)c2cccc(Cl)c2)CC1,1%,10
Cc1cccc(C)c1NC(=S)N1CCC(N(C)CC2CCCO2)CC1 (stereo unspecified),-3%,0

# Of the compounds above, these contain a thiophene ring, fused or not.
structure	Tb PFK block	Mito fusion yeast	uPA generation	B2AR arrestin	USP2a inh	TCR activator	Eya2 inh	ELG1 repair inh	Chronic BCR inh	TSHR antag	PTAP TSG101 blk
Cc1c(C(N)=O)sc2ncn(CC(=O)N(C)C3CCCCC3)c(=O)c12	2%	1%	0%	0.4%	-1%	10%	8%	-4%	-4%	-4	0%
COCCN(C(=O)Cc1cccs1)C(C(=O)NCc1ccc(OC)cc1)c1ccc(OC)cc1 (stereo unspecified)	-22%	18%	4%	-0.9%	0%	-2%	-1%	?	6%	25	-6%

# (listing goes on)
structure	Tb PFK block	Mito fusion yeast	uPA generation	B2AR arrestin	USP2a inh	TCR activator	Eya2 inh	ELG1 repair inh	Chronic BCR inh	TSHR antag	PTAP TSG101 blk
CC(=O)N=c1c(C#N)cc2c(=O)n3cccc(C)c3nc2n1Cc1ccco1	0%	1%	15%	-0.9%	-2%	-3%	9%	?	24%	-4	0%
CCN(c1ccccc1)S(=O)(=O)c1ccc2[nH]cc(C(=O)N3CCOCC3)c(=O)c2c1	-26%	-6%	2%	-0.3%	3%	1%	-15%	17%	-1%	8	-2%
COc1ccc(CC(=O)Nc2ccc(C(=O)NC(C)(C)C)cc2)cc1	-2%	-1%	0%	-0.2%	1%	0%[46.1 µM]	6%	0%	3%	2	0%
O=C1CCn2nc(-c3ccc(Cl)cc3)cc2N1	0%	2%	3%	-0.4%	-2%	1%[46.1 µM]	4%	?	?	-3	-3%
Cc1ccn2cc(CSc3ccccc3N)nc2c1	0%	-6%	.	-0.5%	3%	-5%	-10%	?	.	14	-4%
Cc1ccc(C(=O)OCC(=O)Nc2ncc(Cl)cc2Cl)cc1NC(=O)c1ccco1	5%	1%	.	0.1%	1%	0%	12%	6%	?	-11	-6%
Cc1cc(NC(=O)COC(=O)c2cc3c(s2)CCC(C)C3)no1 (stereo unspecified)	2%	5%	4%	0.3%	-1%	-2%	4%	-1%	0%	-6	-3%
CC(=O)c1ccc(NC(=O)COC(=O)CCc2ccc(S(=O)(=O)N3CCOCC3)cc2)cc1	-1%	0%	1%	-0.9%	5%	-1%	19%	10%	-1%	5	44%[activator]
CCCC(NC(=O)Cc1c(C)c2cc3c(C)c(C)oc3c(C)c2oc1=O)C(=O)N[C@@H](Cc1ccccc1)C(=O)O (stereo partly specified)	-1%	-2%	-5%	-0.5%	2%	-1%	13%	-5%	-5%	-7	-2%
O=[N+]([O-])c1ccccc1/C=N/Nc1nc(N2CCCC2)nc(N2CCCC2)n1	-1%	-6%	0%	0.5%	1%	1%	11%	-7%	9%	-17	0%
COc1ccc(/C=C2/SC(=O)N(CCNC(=O)C3CCCN3C(=O)c3cccs3)C2=O)cc1 (stereo unspecified)	-2%	2%	-5%	-1.0%	3%	-1%[46.1 µM]	3%	-8%	2%	27	-3%
O=C(Nc1nnc(-c2ccc(F)cc2)o1)c1ccco1	3%	23%	?	0.7%	-1%	10%	-4%	16%	?	1	-3%
Oc1ccc(/C=N/NC(=S)NCCN2CCOCC2)c(O)c1	0%	0%	3%	0.1%	6%	-6%	12%	8%	?	-8	-3%
O=C(CCN1C(=O)/C(=C/c2ccc(Cl)cc2)SC1=S)Nc1ccc(C(=O)O)cc1	-1%	-3%	-6%	-1.1%	0%	-2%	12%	-14%	1%	-3	-5%
CCC1C(C#N)=C(N)OC2=C1C(=O)CC(C)(C)C2 (stereo unspecified)	-2%	1%	.	-1.5%	2%	7%[46.1 µM]	0%	0%	15%	-7	-7%
CC1CC(C(F)(F)F)n2ncc(C(=O)O)c2N1 (stereo unspecified)	-1%	0%	3%	-0.1%	2%	7%	9%	-5%	1%	3	-10%
